High-throughput results from PubChem.
Fh CTSL1 inh – Fasciola hepatica cathepsin L1 inhibitors, primary screen, counter-screen for PFM18AAP inhibitor project, biochemical, QFRET, fluorogenic peptide substrate. recombinant F. hepatica cathepsin L1, Z-Leu-Arg-MCA fluorescence. inhibition, % at 5.96 µM. hit rate 0.49% among 300,000;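 active = inhibition above the mean of all tested compounds plus 3 SD, set per screening campaign, cut at about 17% in these data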;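 note: 0% = plate median of test compound wells and 100% = 1 µM Z-Phe-Ala-diazomethylketone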
Efflux pump mplx – inhibitors of Candida efflux pumps in yeast, primary screen, S. cerevisiae, Nile Red, multiplex; inhibition, % at 10 µM; hit rate 0.44% among 330,000; S. cerevisiae Candida pump triplex;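 active = plate passing quality check with inhibition over a set limit, or well fluorescence over plate mean plus 4 SD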;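 note: Nile Red retained in pooled yeast measured as flow cytometry median fluorescence; 0% = buffer negative control and 100% = Enniatin B positive control; higher means more Nile Red kept so more efflux inhibition; some compounds called inactive have numbers as strong as hits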
TPT1 inhibitor – Candida albicans TPT1 enzyme inhibitors, primary screen, biochemical, fluorescence polarization | hit rate 0.81% among 300,000 | recombinant caTPT1, FP RNA substrate dephosphorylation | inhibition, % at 5 µM | AID 1962, 2009;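 active = inhibition above the mean of all tested compounds plus 3 SD, set per screening campaign, cut at about 24% in these data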;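 note: plate controls were DMSO alone for no effect and ferristatin control at 100 nM for full effect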
EBNA-1 inhibitor – EBNA-1 DNA-binding inhibitors, primary screen, biochemical, fluorescence polarization. inhibition, % at 14.8 µM. hit rate 0.34% among 300,000. AID 1950, 2009; in the data active = inhibition above about 28%
core dimer inh – inhibitors of HCV core protein dimerization, primary screen, biochemical, TR-FRET, high-throughput. TR-FRET GST/Flag-core106 dimerization, 1536-well. hit rate 0.33% among 300,000. AID 1899, 2009. inhibition, % at 5 µM;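 active = inhibition above the mean of all tested compounds plus 3 SD, set per screening campaign, cut at about 45% in these data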
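Assay system: tagged HCV core106 pair (GST and Flag); medium: KF-containing HEPES buffer, pH 7.45, DTT, CHAPS, BSA; also added: Eu donor and XL665 acceptor anti-tag antibodies; dosing: 5 µM single dose; timing: compound-protein-antibody incubation 4 h at 22.5 °C; signal: TR-FRET 671 and 617 nm emission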
PP1 counter – PP1-alpha phosphatase inhibitors, primary screen, counter-screen for PP5 inhibitor project, biochemical, fluorescence, OMFP substrate, single point; purified PP1alpha; Serine/threonine-protein phosphatase PP1-alpha catalytic subunit (Homo sapiens), P62136; inhibition, % at 6.7 µM; hit rate 0.9% among 320,000;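 active = inhibition above the mean inhibition of all tested compounds plus 3 SD, computed separately for each screening campaign, cut at about 15% in these data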
ZTA counter – blocks Epstein-Barr virus ZTA, an EBNA-1 counter-screen. inhibition, % at 11 µM. P03206. ZTA-DNA binding, fluorescence polarization. hit rate 0.15% among 320,000. AID 2234; in the data active = inhibition above about 33%
Target sequence (P03206 whole entry, looked up): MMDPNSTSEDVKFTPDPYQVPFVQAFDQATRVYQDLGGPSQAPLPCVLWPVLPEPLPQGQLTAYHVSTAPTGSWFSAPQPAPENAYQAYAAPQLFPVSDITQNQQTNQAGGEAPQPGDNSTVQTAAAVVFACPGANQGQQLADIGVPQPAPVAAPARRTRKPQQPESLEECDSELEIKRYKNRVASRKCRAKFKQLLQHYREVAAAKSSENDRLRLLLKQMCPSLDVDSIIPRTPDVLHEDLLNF
PREPL inhibitor – PREPL enzyme inhibitors, primary screen, biochemical, fluorescence polarization. inhibition, % at 5.96 µM. recombinant PREPL, fluorescence polarization activity-based probe. hit rate 0.68% among 320,000; in the data active = inhibition above about 43%;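 note: 0% = enzyme with DMSO and 100% = wells lacking enzyme; many of its hits are not listed in these tables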
Target sequence (Q4J6C6 whole entry, looked up): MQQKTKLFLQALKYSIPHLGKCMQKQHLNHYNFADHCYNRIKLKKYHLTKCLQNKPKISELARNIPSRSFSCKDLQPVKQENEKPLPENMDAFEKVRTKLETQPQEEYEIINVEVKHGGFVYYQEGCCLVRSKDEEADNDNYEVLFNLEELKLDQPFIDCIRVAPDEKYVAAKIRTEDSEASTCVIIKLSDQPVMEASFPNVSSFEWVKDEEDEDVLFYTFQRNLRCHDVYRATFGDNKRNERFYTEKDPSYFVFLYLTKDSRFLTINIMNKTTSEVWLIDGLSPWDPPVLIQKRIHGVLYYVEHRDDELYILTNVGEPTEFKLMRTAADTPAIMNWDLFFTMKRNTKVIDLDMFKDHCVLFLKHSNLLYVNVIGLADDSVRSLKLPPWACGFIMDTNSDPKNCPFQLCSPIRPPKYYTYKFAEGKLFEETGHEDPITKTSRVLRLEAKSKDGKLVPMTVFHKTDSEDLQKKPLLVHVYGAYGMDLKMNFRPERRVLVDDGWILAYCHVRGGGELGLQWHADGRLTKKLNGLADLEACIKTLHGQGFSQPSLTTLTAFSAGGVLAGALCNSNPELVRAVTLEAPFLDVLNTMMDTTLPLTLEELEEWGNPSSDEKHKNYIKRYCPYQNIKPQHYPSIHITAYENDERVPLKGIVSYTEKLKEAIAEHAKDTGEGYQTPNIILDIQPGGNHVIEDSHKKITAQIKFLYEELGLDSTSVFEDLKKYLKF
PP5 inh – PP5 phosphatase inhibitors, primary screen, biochemical, fluorescence; Serine/threonine-protein phosphatase 5 (Homo sapiens), P53041; purified PP5c, OMFP substrate fluorescence; inhibition, % at 6.7 µM; hit rate 0.18% among 320,000; AID 1987, 2009;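 active = inhibition above the campaign's mean inhibition across all tested compounds plus 3 SD, cut at about 9.5% in these data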;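 note: 0% = DMSO only and 100% = 100 µM cantharidin control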
An asterisk follows results filed as active; nt = not tested or not shown. These rows are one share of the data; the hit share may differ from the screen's.

SMILES	Fh CTSL1 inh	Efflux pump mplx	TPT1 inhibitor	EBNA-1 inhibitor	core dimer inh	PP1 counter	ZTA counter	PREPL inhibitor	PP5 inh
CCOc1ccc(C(=O)O/N=C(\N)c2ccccn2)cc1OCC	1	-0.2	-1	13	1	-4	-3	11	1.1
Cc1ccccc1S(=O)(=O)Cc1ccc(C(=O)NCCN(CC(C)C)CC(C)C)o1	12	0.0	-5	-6	-11	-1	-8	4	-9.0
CCOC(=O)[C@H]1[C@H]2COc3ccc(Cl)cc3[C@@H]2N2C(=O)CN(Cc3ccc(OC)cc3)C(=O)[C@@]12C	nt	0.2	nt	nt	nt	0	-5	18	-0.6
Cc1ccc(-c2csc3nc[nH]c(=O)c23)cc1	-2	0.0	-5	4	-3	-1	-5	5	1.8
CCCCOc1ccc(C(=O)N2CCCCCC2)cc1	-5	0.2	3	-13	7	-1	-1	17	3.9
CCOc1ccc(-n2c(C)c(C(C)=O)c3cc(OC(C)=O)ccc32)cc1	-18	0.0	-3	2	1	3	-4	-2	1.9
CCn1cc(C(=O)NCCCN2CCCC(C)C2)c(=O)c2cc(S(=O)(=O)N(C)C3CCCCC3)ccc21 (centres undefined)	-3	-0.1	0	-11	-3	1	-5	12	0.7
COc1ccc(CNC(=O)CCc2nc(-c3ccccc3F)no2)c(OC)c1	2	0.3	0	-4	-5	-2	10	-13	2.1
CC(=O)Nc1ccc(NC(=O)C(C)OC(=O)c2oc3ccccc3c2C)cc1 (centres undefined)	-5	0.0	-1	80*	-8	-1	-27	1	0.9
CCOC(=O)c1cn(C2CC2)c2c(F)c(F)c(F)cc2c1=O	-3	0.1	-1	2	0	7	-4	2	0.1
CCc1noc(C)c1C(=O)Nc1nc(-c2ccc(F)cc2)c(C)s1	4	0.2	1	-12	-4	-4	3	-2	3.3
CCCn1c(CN2CCN(C(C)=O)CC2)nc2cc(S(=O)(=O)N(C)C)ccc21	-1	0.1	-4	-7	-9	-6	-8	11	-4.6
C[C@@H]1NC(=O)[C@@]2(C)[C@@H](c3ccccc3)[C@H]3COc4ccccc4[C@@H]3N2C1=O	nt	-0.1	nt	nt	nt	-7	-2	4	-1.6
CC(=O)Nc1ccc(NC(=O)C(C)OC(=O)/C=C/c2cn(-c3ccccc3)nc2-c2cccnc2)cc1 (centres undefined)	-13	-0.1	2	-5	9	2	13	-1	-0.7
O=C(CSc1nnc(Cn2nnc3ccccc32)o1)Nc1cccc(Cl)c1	6	-0.2	-5	3	2	-2	8	-7	-0.9
CC1(c2cc([N+](=O)[O-])cc([N+](=O)[O-])c2)CC(C)(C)N(C(=O)c2ccccc2)c2ccccc21 (centres undefined)	-1	0.1	1	-3	29	1	20	14	0.8
COc1ccc(-c2[nH]c(-c3ccc(F)cc3)nc2SCC(=O)NC2CCCC2)cc1	-2	0.1	-2	5	-9	4	2	28	5.9
C[n+]1ccccc1/C=C/c1cc(Br)ccc1O	-3	0.0	3	-1	-4	4	1	44*	0.6
O=c1[nH]c(C2CCN(S(=O)(=O)c3ccccc3)CC2)nc2c1nnn2Cc1cccc(Cl)c1	-6	0.0	0	-9	11	11	5	-13	-4.0
COC(=O)c1sccc1NC(=O)c1cccc(F)c1	-2	0.0	0	8	-4	-3	4	6	0.0
CC(C)C[C@@H](C)C(=O)N(Cc1ccccc1)c1ccccc1	nt	0.1	nt	nt	nt	-1	-8	6	2.0
O=C1c2cccnc2C(=O)N1Cc1ccccc1	4	0.5	1	2	-7	-1	-1	12	0.3
COc1ccc(CC(=O)Nc2nc(C)cs2)cc1OC	0	0.0	-7	1	-7	1	-34	15	1.3
COCCn1c(SCC(=O)Nc2nnc(C)s2)nnc1-c1c[nH]c2ccccc12	-1	-0.3	-1	10	0	-1	-12	18	-2.9
Brc1ccc(C2NCCS2)cc1 (centres undefined)	-8	0.0	-5	-11	0	-7	-9	-9	0.1
Going on with the list:
SMILES	Fh CTSL1 inh	Efflux pump mplx	TPT1 inhibitor	EBNA-1 inhibitor	core dimer inh	PP1 counter	ZTA counter	PREPL inhibitor	PP5 inh
CC(=O)n1nc2nc(C)cc(C)c2c1N	-6	0.1	-5	1	-4	-4	-7	5	1.3
O=C(C1CCC(=O)N(C2CC2)C1)N1CCC(Oc2ccccc2F)CC1 (centres undefined)	0	-0.1	0	10	2	-1	8	-5	0.1
O=C(CNS(=O)(=O)c1ccc2c(c1)OCCCO2)N1CCN(Cc2ccccc2)CC1	nt	0.0	nt	nt	nt	1	19	8	0.3
COC(=O)c1cnc(SCc2ccc(C)cc2)n1C	3	0.2	0	10	9	1	3	7	-0.9
COc1ccccc1/C=C/c1ccc2cccc(O)c2n1	1	-0.3	3	8	20	23*	-9	2	1.5
COc1cc(NC(=O)COC(=O)c2cnccn2)c(C)cc1[N+](=O)[O-]	-20	0.0	1	-3	6	5	0	3	-1.1
COC(=O)c1cccc(N(CC(=O)NC2CCCC2)C(=O)CNC(=O)c2cccs2)c1	-4	0.2	-5	-1	4	-1	11	0	0.2
COCCNC(=O)c1cn(C(C)c2ccccc2F)nn1 (centres undefined)	2	-0.1	-3	-10	-2	0	-11	11	-1.1
CC(C)(C)c1cc(C(=O)NCC(=O)OCC(=O)c2cccc([N+](=O)[O-])c2)cc(C(C)(C)C)c1	8	0.0	0	8	13	3	3	1	8.7
C=CCc1c(C)[nH]c(=S)c(C#N)c1C	1	-0.1	1	9	20	5	8	23	-1.5
CCN(CC)c1ccc(NC(=S)NC(=O)c2cccs2)cc1	0	0.0	2	-10	1	1	4	10	1.5
COc1ccc2cc3cc(C(=O)N4CCCCC4C)oc3nc2c1 (centres undefined)	-11	0.2	0	-4	8	-1	3	-6	0.9
Cc1cccc(N=C2NC(=O)/C(=C/c3cccs3)S2)c1	1	-0.1	-1	9	-3	9	-4	18	3.4
COc1ccc(N(CC(=O)NC2CC3CCC2C3)S(=O)(=O)c2ccccc2)cc1OC (centres undefined)	3	0.0	-1	-14	-9	-2	1	14	-0.5
O=C(N/N=C/c1ccc(Sc2nc3ccccc3[nH]2)o1)c1ccncc1	2	0.1	-1	6	-1	0	4	-35	0.3
Cn1c2c(c(=O)c3ccccc31)CCCC2	-3	0.0	-2	0	11	-2	7	-4	0.4
Cn1c(CN2CCCCC2)nc2cc([N+](=O)[O-])ccc21	0	-0.1	-1	0	-5	-3	-19	16	-0.6
Cc1nnc(SCC(=O)Nc2nsc(-c3ccc(C(C)(C)C)cc3)n2)s1	5	0.2	-8	2	1	2	2	-16	1.7
COCCNS(=O)(=O)c1cc(Br)ccc1OC	3	0.0	-1	6	-4	-3	4	6	-1.9
COc1cc(C(=O)OCC(=O)c2cc(C)n(CC3CCCO3)c2C)ccc1OCC(=O)N1CCOCC1 (centres undefined)	-1	-0.1	2	5	1	-5	23	-6	-2.3
Cc1cc(-c2ccco2)n(-c2ccccc2)n1	6	0.2	19	-15	21	-1	0	-1	-0.4
O=C(NCCS(=O)(=O)N1CCN(c2ccc(F)cc2)CC1)c1ccc(Br)o1	1	-0.1	-1	1	7	0	-6	-27	-0.3
Cc1ccsc1C(=O)OC1CCOC1=O (centres undefined)	-2	0.1	2	5	-3	3	2	19	0.5
Cc1cc2c(n1-c1ccc(Cl)cc1)CC(C)(C)CC2=O	0	-0.1	-2	10	3	0	-1	2	0.9
COc1ccc(C(=O)N2CCN(c3ccc(C)cc3)CC2)cc1OC	0	-0.1	-6	2	3	-3	10	1	2.6
Carrying on.
SMILES	Fh CTSL1 inh	Efflux pump mplx	TPT1 inhibitor	EBNA-1 inhibitor	core dimer inh	PP1 counter	ZTA counter	PREPL inhibitor	PP5 inh
CN(C(=O)c1cccs1)c1ccc(OCC(=O)N2CCC(C(N)=O)CC2)cc1	-5	0.0	-6	-8	-5	-1	-7	1	1.3
CCOC(=O)c1cc2c(=O)n3ccccc3nc2n(C(C)C)c1=NC(=O)c1c(-c2ccccc2Cl)noc1C	0	0.1	5	-5	5	-1	-8	10	1.9
O=C(NCC1(c2ccccc2)CCCC1)C1(c2ccccc2)CCCC1	1	0.1	0	-8	6	0	-5	7	2.7
COc1cccc(C2=CC(=O)C[C@H](c3ccc(Cl)cc3)C2)c1	nt	0.1	nt	nt	nt	1	-10	-11	2.7
Cc1nn(CCCC(=O)Nc2cc(Oc3ccc(F)cc3)cc([N+](=O)[O-])c2)c(C)c1[N+](=O)[O-]	5	-0.9	-3	-6	-8	2	-4	9	4.9
CCc1ccc(CN(C)C(=O)C2CCC(=O)N(Cc3cccc(OC)c3)C2)nc1 (centres undefined)	0	0.4	-2	-4	1	-1	2	1	1.3
Cn1nc(C(F)(F)F)cc1-c1ccc(/C=C(\C#N)C(=O)c2cccc(C(F)(F)F)c2)s1	5	0.0	-2	5	4	-2	10	-1	-1.4
O=C(Nc1ccccc1C(=O)Nc1ccccc1C(=O)NCc1ccco1)c1ccco1	5	-0.1	0	9	5	1	0	-13	1.3
COc1ccc(NC(=O)CCOc2ccc(C)cc2)c(OC)c1	-3	0.2	-1	-15	-6	5	3	6	-0.2
CC1(C)CC(=O)c2cc(C(=O)NNc3ccccc3)c(=O)n(-c3ccccc3)c2C1	-1	-0.1	-15	-2	-2	1	20	11	0.5
Cc1ccc(-n2c(=O)[nH]cc(C(=O)Nc3ccc4c(c3)OCCO4)c2=O)cc1	2	-0.1	-1	1	3	-1	-2	-4	-1.1
Cc1ccc(CN2CCC(n3nccc3NC(=O)CCOc3ccccc3)CC2)cc1C	1	-0.1	0	-10	2	-4	-6	9	1.4
C=C(C)CNC(=S)NNC(=O)c1ccc(Br)cc1	3	0.0	1	-16	-9	-2	-11	3	1.5
O=C(O)c1ccc2cccc(O)c2n1	-2	0.0	0	4	0	0	4	16	-0.1
COc1ccc(NC(=O)c2ccc(CN3CCN(c4ccccc4)CC3)cc2)cc1	-1	0.1	2	-11	5	4	4	7	1.1
COc1ccc(CCNC(=O)C2CCN(S(=O)(=O)N3CC(C)CC(C)C3)CC2)cc1OC (centres undefined)	-4	0.1	5	-8	-3	-5	-5	9	-0.6
CCc1ccc(CN2CCN(C(=O)c3cccc(OC)c3OC)CC2)cc1	-2	0.3	3	-4	1	-5	1	25	2.7
CC1=C(C(N)=O)C(c2ccccc2)n2nc(-c3ccncc3)nc2N1 (centres undefined)	0	-0.1	1	-1	-1	-1	5	2	2.2
CCN(CC)C(=O)COc1coc(CN2CCN(c3ccc(F)cc3)CC2)cc1=O	-3	0.4	6	-3	-1	1	4	17	1.9
CCCCOc1ccc(C(=O)NCC(=O)NCC(c2ccc(F)cc2)N2CCOCC2)cc1 (centres undefined)	3	-0.1	3	-11	-5	-3	-11	5	3.1
COc1ccc2[nH]cc(CC(=O)O)c2c1	3	-0.1	-5	4	0	-2	-18	19	-0.4

Complete entries, quoted from the list:
Cc1ccc(-n2c(=O)[nH]cc(C(=O)Nc3ccc4c(c3)OCCO4)c2=O)cc1 is listed as Fh CTSL1 inh: 2; Efflux pump mplx: -0.1; TPT1 inhibitor: -1; EBNA-1 inhibitor: 1; core dimer inh: 3; PP1 counter: -1; ZTA counter: -2; PREPL inhibitor: -4; PP5 inh: -1.1
C=C(C)CNC(=S)NNC(=O)c1ccc(Br)cc1 is listed as Fh CTSL1 inh: 3; Efflux pump mplx: 0.0; TPT1 inhibitor: 1; EBNA-1 inhibitor: -16; core dimer inh: -9; PP1 counter: -2; ZTA counter: -11; PREPL inhibitor: 3; PP5 inh: 1.5
